KCNH2 3.1 inh: KCNH2 3.1 (human) potassium channel inhibition. activity change, % (tested at about 1.8 µM). U2OS KCNH2 3.1, thallium flux FluxOr; active compounds read low. 0.95% of 340,000 active;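 active = maximum activity change below -70%; inconclusive = maximum activity change from -70% to -50%; inactive = maximum activity change above -50%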;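 note: thallium influx rate constant from kinetic fluorescence after stimulation buffer; % is set by controls: 0 for no effect and ±100 for the full control effect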
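U2OS cells transduced with KCNH2 3.1 mutant virus (1.77 x 10^8 /mL, 4 h), plated overnight at 37 C, loaded 45 min with FluxOr dye plus Red40 quencher. Thallium flux rate constant from kinetic reads after stimulation buffer, normalised to controls.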
USP2a inh: blocks human ubiquitin-specific protease USP2a. O75604. USP2 core, Ub-CHOP2 coupled fluorogenic reporter, 485/531. Potency, µM (highest dose often 38.3 µM), for the others: at the highest dose activity change, negative = inhibition, hits mostly inhibitors. 0.01% of 330,000 active. AID 463254;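 note: potency is the fitted concentration of half-maximal effect; plate controls were DMSO wells for no effect and full inhibition by NEM control for full effect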
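Cell-free coupled assay: 10nM USP2 core preincubated 30min RT with compound in Tris-HCl pH 8.0/CaCl2/CHAPS buffer, then 25nM Ub-CHOP2 and 25nM reporter substrate; fluorescence (Ex 485/Em 531) read after 60min RT, normalized to NEM inhibition, concentration-response curves fitted.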
TRPV1 ag: activates the human vanilloid receptor TRPV1; TRPV1-expressing cells, Fluo-8 calcium influx, agonist mode; activation, % at 8.33 µM; 0.19% of 320,000 active; AID 540275; in the data active = activation above about 80%; inconclusive = between about 30% and that limit; note: 0% is about no effect
Target sequence (Q8NER1 whole entry, looked up): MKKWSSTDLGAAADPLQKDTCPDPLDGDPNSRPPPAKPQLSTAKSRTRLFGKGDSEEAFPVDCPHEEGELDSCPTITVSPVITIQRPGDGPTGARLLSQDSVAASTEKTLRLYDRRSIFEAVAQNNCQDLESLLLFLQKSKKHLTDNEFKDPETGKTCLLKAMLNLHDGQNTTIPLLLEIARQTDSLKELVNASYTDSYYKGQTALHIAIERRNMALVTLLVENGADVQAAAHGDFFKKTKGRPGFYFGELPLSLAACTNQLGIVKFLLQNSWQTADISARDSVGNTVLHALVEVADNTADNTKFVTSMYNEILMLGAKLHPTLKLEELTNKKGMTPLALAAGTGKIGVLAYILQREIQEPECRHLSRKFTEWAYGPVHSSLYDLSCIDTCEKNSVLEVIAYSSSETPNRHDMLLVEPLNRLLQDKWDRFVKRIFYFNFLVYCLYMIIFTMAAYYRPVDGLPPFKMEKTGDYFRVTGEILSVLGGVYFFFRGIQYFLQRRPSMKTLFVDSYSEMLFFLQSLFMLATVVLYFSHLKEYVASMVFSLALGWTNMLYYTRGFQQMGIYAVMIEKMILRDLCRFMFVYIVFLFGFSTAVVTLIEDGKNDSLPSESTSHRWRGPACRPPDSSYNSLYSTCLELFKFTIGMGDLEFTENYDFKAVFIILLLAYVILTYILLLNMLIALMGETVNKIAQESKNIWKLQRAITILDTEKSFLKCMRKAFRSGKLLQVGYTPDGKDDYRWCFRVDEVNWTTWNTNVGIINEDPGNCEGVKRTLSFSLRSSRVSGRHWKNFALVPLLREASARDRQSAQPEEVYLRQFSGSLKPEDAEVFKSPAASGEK
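Fluo-8 calcium influx in TRPV1-expressing cells, kinetic read (ex 480/em 520 nm). Compound added and read 3 min for agonist activity, followed by capsaicin at EC20 final and 2 min further read for enhancement.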
KCNH2 WT inh: KCNH2 (human, wildtype) channel inhibition | activity change, % at 1.84 µM | Q12809 | U2OS, BacMam KCNH2, thallium flux FluxOr; active compounds read low | 0.37% of 340,000 active;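 active = maximum activity change below -70%; inconclusive = maximum activity change between -70% and -50%; inactive = maximum activity change above -50%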; note: % is set by controls: 0 for no effect and ±100 for the full control effect
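U2OS cells were transduced with wild-type KCNH2 virus (2.03 x 10^8 / mL) for 4 h at room temperature, then cultured overnight at 37 C. Thallium flux was read with FluxOr dye. Rate constants were normalized to DMSO controls.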
A-T KAP1 phos: potential ataxia-telangiectasia treatment | […] A-T fibroblasts, KAP-1 phosphorylation AlphaLISA; neocarzinostatin DNA damage 30 min before lysis | Potency, µM (titrated, usually from 57.5 µM), for inactives: top-dose activation, most hits filed as activators | 0.19% of 320,000 active | AID 485349; note: potency is the fitted concentration of half-maximal effect; % of control where 0% means no effect; nearly all actives have a fitted effect of over 45% in size
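hTERT-immortalized A-T patient fibroblasts ([…]), 500 cells/well in OPTI-MEM, 1% FBS, got compounds for 60 min, then NCS for 30 min at 37C. Lysates were then assayed for phospho-KAP-1 by AlphaLISA (anti-pKAP1 donor, anti-KAP1 acceptor beads), 6 hr at 25C.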
TCR act: activates T cell receptor signaling. primary human leukocytes, anti-CD3, IL-2 HTRF, 48 h. Potency, µM (series often up to 9.22 µM), without a hit: at the highest dose activation of IL-2 secretion, usual class: activators. 330,000 tested, under 10 active. AID 504894; note: % of control where 0% means no effect
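TCR engagement came from a-CD3 beads alone, with compounds added to primary human leukocytes for 48 hr. Secreted IL-2 bridged europium cryptate- and d2-labelled anti-IL-2 antibodies, giving FRET emission at 665nm after 320nm excitation.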
ELG1 DNA repair: inhibitors of ELG1-dependent DNA repair in HEK293T cells. HEK293T ELG1-luciferase reporter, luminescence, 16 h; DNA damage induced by 5-fluorouridine. 2.3% of 330,000 active. Potency, µM (highest dose often 46.1 µM), for the others: top-dose activity change, negative = inhibition, usual class: inhibitors. AID 504467; note: potency is the fitted concentration of half-maximal effect; % is set by controls: 0 for no effect and ±100 for the full control effect; nearly all actives have a fitted effect of over 55% in size
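Luminescence from the luciferase reporter, measured 30 min after ONE-Glo reagent at room temperature, was the read-out. Beforehand, 2,000 cells per well were exposed for 16 hr at 37 °C to 5-fluorouridine together with compound or vehicle.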
Eya2 inh: inhibitors of human Eya2 phosphatase activity; 0.006% of 330,000 active; recombinant Eya2, OMFP fluorescence dephosphorylation (OMFP is methylfluorescein phosphate); Potency, µM (titrated, usually from 76.9 µM), without a hit: top-dose activity, negative = inhibition, actives largely listed as inhibitors; AID 488837; note: potency is the fitted concentration of half-maximal effect; % is set by controls: 0 for no effect and ±100 for the full control effect
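Eya2 protein (added as 0.2 uM solution) was preincubated with compound for 10 min at ambient temperature in 50 mM HEPES pH 7.5, 50 mM NaCl, 5 uM MgCl2, 0.05% BSA, 1 mM DTT. OMFP (added at 50 uM) then reacted 10 min; fluorescence read at 485/525 nm.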
Mito fusion act: blocks mitochondrial division or promotes mitochondrial fusion | S. cerevisiae fusion-defective mutant growth rescue, CellTiterGlo 48 h | Potency, µM (series often up to 46.1 µM), for inactives: at the top dose growth rescue (activation), actives largely listed as activators | 0.23% of 320,000 active | AID 485298;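 note: potency is the fitted concentration of half-maximal effect; % of control where 0% means no effect; nearly all actives have a fitted effect of over 45% in size; temperature-sensitive fusion mutants such as fzo1-1 at 37 °C on non-fermentable ethanol glycerol medium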
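Growth-rescue viability read-out: after 48 h at the non-permissive 37C in glycerol/ethanol YPEG, yeast mitochondrial fusion mutants are measured by CellTiterGlo luminescence; compounds (23 nl pinned per well) restoring growth score as division inhibitors or fusion activators.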
TSHR antag: antagonists of human thyroid stimulating hormone receptor; 0.2% of 330,000 active; activity change, negative = inhibition, % at 11.5 µM; TSHR-expressing cells, TSH-stimulated cAMP HTRF, 2 h; active compounds read low; P16473; AID 504810;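 active = activity change below a set negative limit, meaning inhibition stronger than a set level, cut at about -70% in these data; inconclusive = activity change between two set negative limits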; note: % is set by controls: 0 for no effect and ±100 for the full control effect
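Antagonism was scored as loss of TSH-driven cAMP in TSHR cells, stimulated with 4nM TSH (EC80) for 2 hours at 37 deg C and detected by homogeneous HTRF competition immunoassay.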
* marks the source's active call; other numbers are inactive results; u = inconclusive; x = not tested or not shown; [ ] = another dose, or the depositor's remark. Unless noted, calls come from the whole dose curve; as a rule, active = well fitted curve in the direction sought with a large enough effect; inconclusive = small, poorly fitted or top-dose-only effect, or another doubt; inactive = no such curve, though single readings can be large; an effect the other way counts as inactive or inconclusive. Not all compounds are listed, so the mix of outcomes need not match the whole.

Results follow in this order: KCNH2 3.1 inh, USP2a inh, TRPV1 ag, KCNH2 WT inh, A-T KAP1 phos, TCR act, ELG1 DNA repair, Eya2 inh, Mito fusion act, TSHR antag
> CC(C)CNc1oc(-c2ccc(F)cc2)nc1C#N
  9, -3%, 28, 0, -3%, 0%, 26%, -34%, 23%, -6
> Cc1ccc(Nc2nc(N)nc(CN3CCCCCC3)n2)cc1
  u, 2%, 2, 19, -2%, 4%, 1%, 0%, -5%, 4
> Cc1ncc(CO)c(/C=N/NC(=S)Nc2ccc(C(C)C)cc2)c1O
  -4, 0%, -1, 5, -14%, 2%, u, -12%, -15%, -3
> NC(=O)C1CCCN(CC(=O)Nc2ccccc2C(=O)NC2CC2)C1 (stereo not drawn)
  4, 0%, 0, 21, 6%, 2%, 15%, 4%, 3%, 3
> CCOc1ccc2[nH]c(=O)c(CN(CCO)C(=O)c3ccccc3F)cc2c1
  -3, 0%, 1, -7, 1%, -2%, 3%, 0%, -3%, 1
> CC(=NNC(=O)c1cc(C)nc2ccccc12)c1ccc(N2CCOCC2)cc1
  -5, 0%, x, -8, 14%, 6%, -8%, -7%, x, -9
> Cc1cccc(OC(C)C(=O)N2CCN(Cc3ccc4c(c3)OCO4)CC2)c1 (stereo not drawn)
  1, 4%, 17, 13, 6%, -2%, -16%, -8%, -4%, -13
> COc1ccc(C(=O)Nn2c(C)nnc2-n2nc(C)cc2C)cc1OC
  -7, -1%, -3, -11, 0%, -2%[46.1 µM], 22%, -22%, -3%, -1
> CCc1[nH]nc2c1C(c1ccncc1)C(C#N)=C(N)O2 (stereo not drawn)
  0, 0%, -1, -1, 8%, -8%, -2%, 0%, 0%, 4
> COc1ccccc1OCCOc1ccccc1/C=N/n1cnnc1
  7, -1%, 7, -8, -3%, -3%, 5%, -6%, 5%, 5
> CC(C)CCOc1ccc(C(=O)NCC(c2cccs2)N2CCOCC2)cc1 (stereo not drawn)
  9, 3%, -4, -16, 0%, -1%, -4%, -1%, 8%, -4
> CCN(CC)S(=O)(=O)c1cc(C(=O)NC2CCCCC2)ccc1C
  11, -1%, 3, -13, 15%, 2%, u, 4%, 2%, -14
> Cc1ccc(NC(=O)CCc2nnc3ccc(N4CCC5(CC4)OCCO5)nn23)cc1F
  8, 0%, 5, 7, -1%, 4%, -18%, 0%, -5%, 14
> O=C1c2cccnc2C(Nc2cccc(F)c2)N1Cc1ccco1 (stereo not drawn)
  4, -2%, 5, -7, 14%, 0%, 5%, 4%, -26%, 0
> Cc1cccc(N(C)S(=O)(=O)c2c[nH]c3ccc([N+](=O)[O-])cc23)c1
  -26, -12%, 1, 3, 16%, 3%, -20%, 5%, 1%, -10
> COc1cc(/C=N/NC(=O)c2cn(-c3cccc(C)n3)cn2)ccc1O
  1, 0%, 1, 1, 0%, 4%, -10%, -9%, 0%, -14
> COc1cc(OC)cc(-c2nnc(NC(=O)c3ccc4c(c3)OCCO4)o2)c1
  6, 0%, -1, -14, -1%, -1%, 27%, -3%, 12%, 1
> Cc1cccc(N2CCN(C(=O)CCn3c(=O)[nH]c4ccccc4c3=O)CC2)c1C
  -17, 2%, u, -7, -2%, -5%, 9.2µM*, 8%, 7%, -5
> CN(CCCNC(=O)C1CCC(=O)N1Cc1ccccc1Cl)c1ccccc1 (stereo not drawn)
  5, 1%, 2, -1, 3%, 4%, -5%, 0%, 0%, 7
> CN1C(=O)NC2(O)C(=O)c3ccccc3C12O (stereo not drawn)
  19, 1%, -2, -2, 1%, -6%[46.1 µM], -2%, -3%, -7%, -1
> Cc1cccc(-c2noc(CCC(=O)NC3CCCC3)n2)c1
  u, 1%, 16, -8, 12%, 5%, 3%, -7%, 1%, -2
> Cn1c2ccccc2c2ncn(CCN3CCOCC3)c(=O)c21
  9, 3%, 1, 3, -4%, 1%, 4%, 3%, 1%, -2
> CCOc1ccc(CCNC(=O)CCS(=O)(=O)c2ccc(Cl)cc2)cc1OCC
  -21, -1%, 0, 11, 19%, 0%, 0%, 1%, 1%, 9
> Cc1ccc(-c2nn(C)c(=O)c3ccccc23)cc1S(=O)(=O)N1CCCC1
  6, 1%, 17, 32, 2%, -9%, 19%, -10%, 10%, -11
> CC1CCN(S(=O)(=O)c2ccc(S(=O)(=O)N3CCCC3)cc2)CC1
  0, 0%, -3, -9, 1%, 4%, 10%, -2%, 1%, -2
> C(=N\c1nc2ccccc2n1CCN1CCCCC1)/c1cccs1
  2, 0%, 1, 6, 0%, 1%, -25%, 12%, -1%, 2
> CC(=O)c1cccc(OCC(O)CNCC2CCCCC2)c1 (stereo not drawn)
  15, 5%, 8, -25, -18%, -3%, -7%, 10%, -12%, -2
> O=C(Nc1ccccc1)C1CCN(c2nccs2)CC1
  -23, -1%, 21, 8, 0%, 5%, 7%, 11%, -5%, 2
> O=C(NCc1ccco1)c1ccc2c(c1)OCCO2
  -1, 1%, 5, -9, -4%, -4%, u, 0%, 0%, 0
> O=C(O)c1ccc(CN(c2ccccc2)S(=O)(=O)c2ccccc2)cc1
  7, 2%, 2, -11, 3%, 2%, -5%, -5%, 4%, 5

Ordered by length of the SMILES (descending): 3 of the compounds above.
Results follow in this order: KCNH2 3.1 inh, USP2a inh, TRPV1 ag, KCNH2 WT inh, A-T KAP1 phos, TCR act, ELG1 DNA repair, Eya2 inh, Mito fusion act, TSHR antag
> Cc1ccc(NC(=O)CCc2nnc3ccc(N4CCC5(CC4)OCCO5)nn23)cc1F
  8, 0%, 5, 7, -1%, 4%, -18%, 0%, -5%, 14
> Cc1ccc(-c2nn(C)c(=O)c3ccccc23)cc1S(=O)(=O)N1CCCC1
  6, 1%, 17, 32, 2%, -9%, 19%, -10%, 10%, -11
> CN(CCCNC(=O)C1CCC(=O)N1Cc1ccccc1Cl)c1ccccc1 (stereo not drawn)
  5, 1%, 2, -1, 3%, 4%, -5%, 0%, 0%, 7

Going on with the list.
Results follow in this order: KCNH2 3.1 inh, USP2a inh, TRPV1 ag, KCNH2 WT inh, A-T KAP1 phos, TCR act, ELG1 DNA repair, Eya2 inh, Mito fusion act, TSHR antag
> CC12CCC(=O)N1C(C(=O)N1CCN(S(=O)(=O)c3cccc(Cl)c3)CC1)CS2 (stereo not drawn)
  -9, 0%, 1, -7, -8%, -3%, 15%, -25%, 4%, 5
> O=C(COC(=O)c1ccccc1NC(=O)c1ccco1)NCCC1=CCCCC1
  2, 1%, 14, -1, 9%, 3%, u, -4%, 8%, -14
> O=C(Cn1nc(-c2ccccc2)ccc1=O)NCc1ccc2c(c1)OCO2
  4, 0%, -1, 6, 0%, x, -1%, -1%, 1%, 28
> CCN(CC)CCNC(=O)Cn1nc(Cc2ccncc2)c2ccccc2c1=O
  -10, 0%, -5, 18, -3%, -9%, 11%, -5%, -13%, 3
> C[C@@H]1CC=C[C@H]2[C@H]1C(=O)N(Cc1ccccc1)[C@H]2c1ccc(Br)cc1F
  5, 8%, 11, 22, 26%, 3%, 11%, -7%, -57%[inhibitor], -1
> C[C@@H](NC(=O)c1nc[nH]c1C(=O)NCCCCCNC(=O)OC(C)(C)C)c1ccccc1
  6, 0%, x, 4, 12%, -2%, u, -14%, x, -14
> Cc1cc(NC(=O)CCC(=O)N(Cc2cccnc2)C(C(=O)NC(C)(C)C)c2ccccc2Cl)no1 (stereo not drawn)
  1, -6%, -5, -14, -1%, 3%, 5%, -8%, 0%, -3
> Cn1c(C(=O)N2CCN(c3ccc(Cl)cc3)CC2)cc2c(=O)[nH]c3ccccc3c21
  -13, -1%, -1, 11, 1%, 2%, u, 16%, 3%, -8
> CCN(CC)CC(=O)N(CC(=O)Nc1c(C)cc(C)cc1C)C1CCCCC1
  39, -1%, 1, -12, 1%, -2%, -6%, 26%, 1%, 2
> CCC1Oc2ccc(C)cc2N(CC(=O)N(Cc2ccc3c(c2)OCO3)CC2CCCO2)C1=O (stereo not drawn)
  0, 0%, u, -11, 5%, x, u, -1%, 9%, -1
> COc1ccccc1NC(=O)Nc1nc(CC(=O)NC2CCCC2)cs1
  16, 0%, -2, -1, 7%, -9%, 9%, -22%, -1%, -8
> O=C(Nc1ccccc1N1CCOCC1)c1cc(F)cc(F)c1
  3, -2%, -3, -7, 8%, 0%, -1%, -4%, -7%, -8
> CCCNC(=O)COc1ncnc2sccc12
  -2, 1%, 0, -9, 10%, -9%, -4%, 10%, -4%, -1
> NC(=O)c1cc(S(=O)(=O)NCCc2ccccc2)cs1
  -6, 0%, 6, -4, -5%, 10%, 16%, 12%, 3%, -5
> Cc1ccc2nc(SCC(=O)Nc3cccc4ccccc34)nc(=O)n2c1
  -4, -3%, -2, -7, 3%, -6%, 13%, -12%, 10%, 2
> C=CCn1c(=NC(=O)c2cccc(N3C(=O)CCC3=O)c2)sc2cccc(OC)c21
  1, 2%, 9, 1, -42%, 2%, u, -5%, -7%, -38
